SENP8 block-1 = human SENP8 protease inhibitors, primary screen, biochemical, fluorescence, Nedd8 protein substrate, uHTS; Sentrin-specific protease 8 (Homo sapiens), Q96LD8; recombinant SENP8; inhibition, % at 20 µM; 360,000 tested, 0.64% active; AID 602440, 2012; in the data active = inhibition mostly above about 40%, no sharp cut-off; inactive = mostly below about 27%
Target sequence (Q96LD8 whole entry, looked up): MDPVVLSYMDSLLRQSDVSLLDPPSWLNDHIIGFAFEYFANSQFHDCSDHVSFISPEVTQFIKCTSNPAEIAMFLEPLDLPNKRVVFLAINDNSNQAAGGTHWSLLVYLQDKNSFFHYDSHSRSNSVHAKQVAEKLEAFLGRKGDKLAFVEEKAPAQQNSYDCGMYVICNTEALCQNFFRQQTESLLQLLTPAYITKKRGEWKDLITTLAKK
SENP1 FRET inh = human SENP1 catalytic domain inhibitors, primary screen, biochemical, FRET, uHTS. Sentrin-specific protease 1 (Homo sapiens), Q9P0U3. recombinant SENP1 catalytic domain, CyPet-SUMO1-YPet FRET cleavage. inhibition, % at 10 µM. 360,000 tested, 0.21% active. AID 624204, 2012;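 active = inhibition at least 30% at 10 µM, raw YFP signal under a set limit, fluorescence ratio 0.5 to 1.5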;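 also: 0% = enzyme with DMSO and 100% = no enzyme wells; some results filed as inactive read as strong as hits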
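Compound: 10 µM single point, 0.5% DMSO; Test system: hSENP1 catalytic domain, recombinant; Timing: 50 min reaction at room temperature; Technique: FRET, CFP and YFP emission; Control set: no-enzyme wells low, DMSO-plus-enzyme wells high control.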
SENP8 block-2 = SENP8 protease inhibitors, primary screen, biochemical, luminescence | 330,000 tested, 1.2% active | purified SENP8, Z-RLRGG-aminoluciferin cleavage | Sentrin-specific protease 8 (Homo sapiens), Q96LD8 | AID 2540, 2010 | inhibition, % at 10 µM; in the data active = inhibition above about 50%
SENP7 block = SENP7 protease inhibitors, primary screen, biochemical, luminescence, uHTS; recombinant SENP7, Z-RLRGG-aminoluciferin luminescence, 40 min; inhibition, % at 5 µM; 330,000 tested, 1.5% active; AID 434973, 2010;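 active = inhibition above about 50% at the single test dose, limit read from the data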;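 also: plate controls were DMSO with enzyme for no effect and no enzyme buffer wells for full effect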
Target sequence (Q9BQF6 706-1050 limits assumed): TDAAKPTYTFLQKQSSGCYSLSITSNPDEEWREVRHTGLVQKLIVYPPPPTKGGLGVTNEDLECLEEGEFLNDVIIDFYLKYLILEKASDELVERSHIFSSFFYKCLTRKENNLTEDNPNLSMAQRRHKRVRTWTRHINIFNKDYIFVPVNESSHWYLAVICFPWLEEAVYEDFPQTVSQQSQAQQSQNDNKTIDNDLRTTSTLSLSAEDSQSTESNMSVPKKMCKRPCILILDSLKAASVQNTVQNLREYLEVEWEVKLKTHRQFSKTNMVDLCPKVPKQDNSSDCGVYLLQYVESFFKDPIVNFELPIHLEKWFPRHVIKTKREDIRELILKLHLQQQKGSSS
Apaf1 inhib = inhibitors of human Apaf-1 apoptosome, primary screen, biochemical, DEVD-Rh110 fluorescence, uHTS. Apoptotic protease-activating factor 1 (Homo sapiens), O14727. reconstituted apoptosome caspase-3 activity. inhibition, % at 20 µM. 330,000 tested, 0.71% active. AID 489030, 2010; active = inhibition of at least 40% at 20 µM;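 also: plate controls were DMSO wells for no effect and DEVD-CHO caspase inhibitor wells for full effect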
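detection = Rh110 fluorescence intensity | test system = biochemical Apaf-1 apoptosome reconstitution | also added = cytochrome c and DEVD-Rh110 substrate | schedule = 30 min plus 50 min, RT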
UBC13 inh = UBC13 polyubiquitin chain formation inhibitors, primary screen, biochemical, TR-FRET, uHTS | 330,000 tested, 0.47% active | inhibition, % at 20 µM | Ubiquitin-conjugating enzyme E2 N (Homo sapiens), P61088 | AID 485273, 2010; in the data active = inhibition above about 45%, passing the limit was not always enough
SENP6 inh = SENP6 protease inhibitors, primary screen, biochemical, luminescence, uHTS; Recombinant SENP6 catalytic domain, aminoluciferin luminescence; 330,000 tested, 1.8% active; inhibition, % at 10 µM;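 active = inhibition above about 50% at the single tested dose, limit read from the data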;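 also: plate controls were DMSO wells with enzyme for no effect and DMSO wells lacking enzyme for full effect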
A3G deaminase = APOBEC3G DNA deaminase inhibitors, primary screen, biochemical, fluorescence, single-stranded DNA substrate, uHTS. DNA dC->dU-editing enzyme APOBEC-3G (Homo sapiens), Q9HC16. recombinant A3G, ssDNA deamination FAM/TAMRA fluorescence. inhibition, % at 20 µM. 330,000 tested, 0.28% active. AID 493012, 2011;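 active = inhibition of at least 40% at 20 µM, with no more than 30% in the related APOBEC3A deaminase screen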;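 also: plate controls were DMSO wells with A3G for no effect and wells lacking A3G enzyme for full effect; some compounds called inactive have numbers as strong as hits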
Target sequence (Q9HC16 whole entry, looked up): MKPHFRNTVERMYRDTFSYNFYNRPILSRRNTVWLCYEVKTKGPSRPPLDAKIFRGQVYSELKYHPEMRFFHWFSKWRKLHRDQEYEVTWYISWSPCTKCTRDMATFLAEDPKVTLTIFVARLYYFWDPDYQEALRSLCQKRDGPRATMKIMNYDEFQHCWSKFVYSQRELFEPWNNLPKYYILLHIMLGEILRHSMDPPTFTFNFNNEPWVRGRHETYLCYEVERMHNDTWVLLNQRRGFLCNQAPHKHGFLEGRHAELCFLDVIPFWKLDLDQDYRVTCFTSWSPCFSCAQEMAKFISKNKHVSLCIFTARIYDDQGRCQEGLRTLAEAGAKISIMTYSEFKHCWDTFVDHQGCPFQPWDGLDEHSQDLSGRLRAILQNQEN
The depositor's hits bear a star; i = inactive. Outcome played no part in choosing rows, and some 3.6% of all compounds hit somewhere here.

Compound	SENP8 block-1	SENP1 FRET inh	SENP8 block-2	SENP7 block	Apaf1 inhib	UBC13 inh	SENP6 inh	A3G deaminase
CC(C)n1cc(CN2CCC(n3nccc3NC(=O)Cc3ccccc3)CC2)cn1	1.2	-0.9	5.5	-1.5	4.9	-3.4	-2.9	71.1*
CN1CCN(C2Cc3ccc(Cl)cc3Sc3ccc(F)cc32)CC1 (stereo unspecified)	12.5	1.8	-10.9	-12.3	25.7	34.3	-15.4	1.1
CC(=O)c1cccc(NC(=O)/C(=C\c2cccnc2)NC(=O)c2ccc(C)cc2)c1	5.9	-0.8	-1.1	-5.7	0.2	-4.0	0.7	-5.0
CC(O)CNCc1ccc(-c2ccccc2)cc1 (stereo unspecified)	6.1	-0.4	-2.9	2.1	-27.7	2.3	4.3	-5.8
COc1ccc(N(CC(=O)NCC(C)C)S(=O)(=O)c2ccccc2)cc1	10.5	2.3	-2.8	-6.0	11.6	-5.7	-23.6	8.6
Cc1cccc(C(=O)OCC(=O)N2CC(C)OC(C)C2)c1C (stereo unspecified)	14.7	1.3	2.9	6.0	-7.8	8.7	-11.6	-10.2
Cc1ccc(COC(=O)c2cccc(S(=O)(=O)N3CCCCC3)c2)cc1	9.6	-0.7	5.8	-0.5	19.0	-1.1	-10.4	-0.8
Cc1ccccc1C(=O)Nc1ccc2nc3n(c(=O)c2c1)CCC3	-16.1	-0.7	-11.5	45.0	-2.0	3.0	-16.7	-5.7
Cc1ccc(N(CCC#N)C(=O)CSc2ccc3c(c2)OCCO3)cc1	14.8	0.7	2.2	5.1	18.2	1.9	-0.8	1.5
CCC(C)NC(=O)CNC(=S)N(Cc1ccccc1)Cc1cccnc1 (stereo unspecified)	19.3	0.8	-6.4	4.0	-1.9	-7.6	-10.3	-6.2

Single records, from the list above. Order of values: SENP8 block-1, SENP1 FRET inh, SENP8 block-2, SENP7 block, Apaf1 inhib, UBC13 inh, SENP6 inh, A3G deaminase
Profile of Cc1ccc(COC(=O)c2cccc(S(=O)(=O)N3CCCCC3)c2)cc1 : 9.6, -0.7, 5.8, -0.5, 19.0, -1.1, -10.4, -0.8
Profile of CN1CCN(C2Cc3ccc(Cl)cc3Sc3ccc(F)cc32)CC1 (stereo unspecified) : 12.5, 1.8, -10.9, -12.3, 25.7, 34.3, -15.4, 1.1

(cont.)
Compound	SENP8 block-1	SENP1 FRET inh	SENP8 block-2	SENP7 block	Apaf1 inhib	UBC13 inh	SENP6 inh	A3G deaminase
N#Cc1c(-c2ccccc2)nc(N2CCN(Cc3ccccc3)CC2)[nH]c1=O	-7.2	0.4	-0.1	7.2	6.5	2.6	9.1	-2.7
COc1cc(Br)cc(C(c2c(C)n(C)n(-c3ccccc3)c2=O)c2c(C)n(C)n(-c3ccccc3)c2=O)c1O	4.4	1.5	9.5	-9.9	-21.4	-4.3	-0.8	-3.3
CC1(C)CC(=O)C(N=Nc2ccc(Br)cc2)=C(O)C1	29.1	-2.9	-5.2	6.4	-18.5	-2.2	-13.8	6.0
COc1cc(N)c(C(O)c2nccc3cc(OC)c(OC)cc23)cc1OC (stereo unspecified)	i	-28.1	-6.7	10.9	-6.2	-6.0	-33.3	-5.9
COc1ccc(CCC(=O)Nc2cc(S(=O)(=O)N3CCOCC3)ccc2OC(C)C)cc1	10.4	-1.6	4.7	8.0	0.3	10.8	6.2	0.3
Cc1cc(-c2ccccc2)nc(N/N=C/c2cccnc2)n1	-73.3	6.4	-0.4	0.3	-0.1	4.1	6.5	-7.8
COc1ccc(C)cc1NS(=O)(=O)c1ccc(NS(=O)(=O)c2ccc(NC(C)=O)cc2)cc1	13.6	3.9	-4.5	2.9	6.1	-2.1	-5.8	-3.8
O=C(Nc1nnc(-c2cccnc2)o1)c1ccccc1Cl	5.8	1.0	12.5	1.9	-21.3	-2.3	4.1	-13.4
CCOC(=O)c1cnc2c(OC)cccc2c1N1CCN(c2ccccc2OC)CC1	-4.1	-1.1	-0.5	2.4	23.7	1.4	-8.7	4.1
CC(C)COc1ccc(C(=O)NCc2ccco2)cc1	16.2	-7.3	-11.1	-1.2	11.7	3.9	-27.7	-2.8
N=c1ccn(Cc2cccc(Cl)c2)cc1	14.8	2.6	-5.2	7.0	-3.5	2.2	12.1	-1.7
CCn1cc(C(=O)OCc2cccc(Br)c2)c(=O)c2ccc(C)nc21	17.5	2.0	-2.9	-3.4	22.3	-5.1	-4.5	0.4
COc1ccc(C2=Nn3c(nnc3-c3ccccc3F)SC2)cc1OC1CCOC1 (stereo unspecified)	1.1	1.0	-6.4	5.2	20.5	45.7*	-2.7	23.3
O=C(c1ccccc1[N+](=O)[O-])N1CCCN(C(=O)c2ccccc2[N+](=O)[O-])CC1	12.1	0.4	-0.9	4.1	-4.0	3.6	10.6	-2.4
CCOc1ccc(NS(=O)(=O)c2ccc(-c3cnc(C4CC4)o3)cc2)cc1	6.7	2.0	-6.2	4.2	4.8	-0.1	-4.9	-3.0
O=C(O)CN1C(=O)/C(=C\c2cn(CC(=O)N3CCOCC3)c3ccccc23)SC1=S	25.9	-24.2	1.8	4.0	10.7	-188.8	2.9	-3.5
CCC(Cc1ccccc1)NS(=O)(=O)c1csc(C(N)=O)c1 (stereo unspecified)	4.7	1.4	-12.0	-11.8	5.7	-6.7	-6.6	-0.7
O=Cc1c(NCc2cccc(F)c2)c2ccccc2[nH]c1=O	6.5	-1.7	0.0	4.5	-6.8	6.4	8.2	-7.0
COC(=O)c1ccc(NC(=O)c2cc(-c3ccncc3)nc3ccccc23)cc1	-8.4	1.7	-11.6	-9.1	4.1	36.5	-4.9	-6.2
Cc1nc2ccc(S(=O)(=O)NCC(=O)NC(C)c3ccccc3)cc2s1 (stereo unspecified)	-4.1	0.3	7.4	-7.2	-12.1	4.7	-16.4	-5.9
Cc1nn(CCC#N)c(N)c1C1(O)C(=O)Nc2c(Cl)cc(Cl)cc21 (stereo unspecified)	21.3	-1.2	-1.9	4.4	0.4	-5.3	8.8	0.7
COc1ccc(CCNC(=O)C(=O)NCC2OCCN2S(=O)(=O)c2cccs2)cc1OC (stereo unspecified)	2.7	-2.3	5.5	6.2	-3.3	3.4	-6.4	-6.9
COc1ccc(S(=O)(=O)N2CCC(c3cc(-c4cccc5ccccc45)n[nH]3)CC2)cc1	1.6	-1.6	-0.3	0.0	20.2	5.9	-16.4	-4.6
Cc1cc2c(ncn2C)c(NS(=O)(=O)c2ccccc2Cl)c1C	11.5	-1.0	3.8	-0.6	0.1	8.2	-6.9	2.3
C/C(=N\NC(=O)c1ccncc1)c1cc2ccccc2oc1=O	-7.1	4.6	-7.6	-4.3	5.1	-7.6	-12.6	-5.5
CCCCOc1ccc(C(=O)O)cc1	19.7	0.3	-4.8	1.9	-1.6	7.2	1.2	-5.1
CCNC(=O)CSc1nc2sccc2c(=O)n1-c1ccccc1	3.3	-3.2	-16.7	-9.6	8.8	-7.0	-37.6	-8.0
CC1CC(=O)N(c2ccc(Br)cc2)C(=O)C1	14.2	0.1	3.5	3.7	-18.4	4.7	-4.3	0.1
C/C(CC(=O)NC(C)(C)C)=N\NC(N)=S	1.9	2.7	0.7	-6.3	-1.7	5.4	4.6	0.7
Cc1cc(C(=O)Nc2cc(C)on2)on1	9.2	4.8	-1.0	-15.7	-4.3	0.9	-4.4	-6.6

Sorted by SMILES length (low to high): part of the list above.
Compound	SENP8 block-1	SENP1 FRET inh	SENP8 block-2	SENP7 block	Apaf1 inhib	UBC13 inh	SENP6 inh	A3G deaminase
CCCCOc1ccc(C(=O)O)cc1	19.7	0.3	-4.8	1.9	-1.6	7.2	1.2	-5.1
CCC(Cc1ccccc1)NS(=O)(=O)c1csc(C(N)=O)c1 (stereo unspecified)	4.7	1.4	-12.0	-11.8	5.7	-6.7	-6.6	-0.7
Cc1ccccc1C(=O)Nc1ccc2nc3n(c(=O)c2c1)CCC3	-16.1	-0.7	-11.5	45.0	-2.0	3.0	-16.7	-5.7
COc1ccc(C2=Nn3c(nnc3-c3ccccc3F)SC2)cc1OC1CCOC1 (stereo unspecified)	1.1	1.0	-6.4	5.2	20.5	45.7*	-2.7	23.3
N#Cc1c(-c2ccccc2)nc(N2CCN(Cc3ccccc3)CC2)[nH]c1=O	-7.2	0.4	-0.1	7.2	6.5	2.6	9.1	-2.7

Remaining list, next part:
Compound	SENP8 block-1	SENP1 FRET inh	SENP8 block-2	SENP7 block	Apaf1 inhib	UBC13 inh	SENP6 inh	A3G deaminase
NS(=O)(=O)c1ccc(CNS(=O)(=O)Cc2ccc(Cl)cc2)cc1	10.2	3.3	7.7	5.7	-7.5	4.9	-1.3	-5.2
CCOc1cc(C(=O)N(C)CC(=O)Nc2cccc(F)c2)ccc1OCC(=O)N1CCCCC1	1.6	0.3	8.8	-3.8	5.5	3.9	-3.7	-6.9
CC1CCCCN1CC(=O)NCc1ccc2c(c1)OCO2 (stereo unspecified)	2.9	-1.6	-2.9	-3.3	0.8	1.9	-19.5	-7.0
CC(=O)Nc1ccc(NC2(C)C(=O)c3ccccc3C2=O)cc1	10.9	-1.2	-2.6	-5.6	-6.0	-4.2	-11.9	-4.7
COc1ccc([N+](=O)[O-])cc1NS(=O)(=O)Cc1ccccc1	9.3	2.8	13.0	-5.8	-4.1	-0.2	-5.1	-5.6
CC(=O)c1ccc(NC(=O)CCC(=O)OCC(=O)c2cccc([N+](=O)[O-])c2)cc1	8.8	0.1	1.4	5.2	0.5	2.0	-17.5	-13.7
O=C(O)c1cnc(-c2ccccc2)nc1C(F)(F)F	12.4	2.9	-2.9	0.9	-5.1	7.8	0.4	-2.9
CC(C)CC(NC(N)=O)C(=O)OCC(=O)N(Cc1ccccc1)Cc1ccccc1 (stereo unspecified)	13.5	1.5	4.2	8.3	5.5	-7.6	26.7	6.4
COc1ccccc1N1CCN(CCNC(=O)Nc2cccc(C)c2C)CC1	19.6	1.2	1.1	-0.6	1.6	13.6	-0.9	-1.7
CS(=O)(=O)c1nsc2nc(=O)c(/C=C3\C=Nc4ccccc43)c(N)n12	-119.4	-91.0	-9.2	-2.1	-1.7	-15.0	-38.9	-4.6
CC(=O)Oc1ccc(N(C(C)=O)S(=O)(=O)c2ccc(Cl)cc2)c2ccccc12	1.9	0.3	-9.1	-7.6	4.5	-10.0	-9.3	0.9
N#CCOC(=O)c1c2c(nc3ccccc13)CCC2	-34.3	5.1	-3.1	1.6	0.4	8.4	-21.0	10.2
O=C(COC(=O)c1ccccc1)NCC1CCCO1 (stereo unspecified)	17.2	4.4	-8.5	-14.9	56.5*	0.5	-16.4	-4.4
CC(=O)c1cccc(N(C(=O)c2ccco2)C(C(=O)NC2CCCC2)c2ccc(N3CCOCC3)cc2)c1 (stereo unspecified)	15.9	3.1	-8.3	-2.5	2.8	1.7	-16.2	-6.2

High-throughput results (PubChem)
